Source: PubChem BioAssay (several laboratories)
MEKK3 PB1 HTS = modulators of MEKK3-MEK5 PB1 binding, primary screen, biochemical, wildtype MEKK3, multiplex bead flow cytometry, Alexa488-MEK5 | Mitogen-activated protein kinase kinase kinase 3 (Homo sapiens), Q99759 | binding response (% of control), % at 10 µM | bead-based flow cytometry, Alexa488-MEK5 binding to MEKK3; actives lie on both sides; 0 = blocked by unlabeled MEK5, 100 = vehicle | hit rate 1.4% among 290,000 | AID 1529, 2009;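 active means binding response more than 3 SD above or below the average of its plate-row segment, actives on both sides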;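 further: Alexa488 bead fluorescence after subtracting the streptavidin-only scavenger bead signal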
MEKK2 WT-MEK5 = modulators of MEK5 binding to wildtype MEKK2, primary screen, biochemical, multiplex bead flow cytometry, Alexa488-MEK5 | Mitogen-activated protein kinase kinase kinase 2 (Homo sapiens), Q9Y2U5 | Alexa488-MEK5 binding to MEKK2 WT; actives lie on both sides | binding response (% of control), % at 10 µM | hit rate 1.1% among 290,000 | AID 1531, 2009; in the data active means binding response below about 67% or above about 130%
OXTR ag = human OXTR agonists, primary screen, fluorescence, CHO-OTR cells, Fluo-8 calcium | Fluo-8 calcium fluorescence; normalized: DMSO 0%, oxytocin 100% | activation, % at 3 µM | hit rate 0.32% among 320,000;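 active means activation above the mean of all tested compounds plus 3 SD, cutoff set per screening run, cut at about 20% in these data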;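 further: peak over basal fluorescence ratio from a 100 s FLIPR kinetic read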
Target sequence (P30559 whole entry, looked up): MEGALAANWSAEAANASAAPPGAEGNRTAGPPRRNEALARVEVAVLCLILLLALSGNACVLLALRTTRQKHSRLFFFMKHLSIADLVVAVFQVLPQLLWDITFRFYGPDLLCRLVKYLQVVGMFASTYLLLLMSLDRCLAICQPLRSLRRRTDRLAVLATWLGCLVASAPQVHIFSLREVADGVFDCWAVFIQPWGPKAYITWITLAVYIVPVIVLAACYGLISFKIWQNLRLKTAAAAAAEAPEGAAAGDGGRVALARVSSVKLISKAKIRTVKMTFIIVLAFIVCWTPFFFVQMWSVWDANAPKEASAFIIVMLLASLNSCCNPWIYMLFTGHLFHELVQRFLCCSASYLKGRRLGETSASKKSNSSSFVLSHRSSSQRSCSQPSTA
DNA FID counter = compounds displacing fluorescent DNA intercalator, primary screen, artefact control for HCV NS3 helicase inhibitor project, biochemical, FID fluorescence; DNA fluorescent intercalator displacement; inhibition, % at 7.9 µM; hit rate 0.17% among 290,000; in the data active means inhibition above about 37%;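 further: 0% = vehicle and 100% = reference compound; higher means more ethidium bromide displaced from hairpin DNA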
GPR7 antagonist = GPR7 receptor antagonists, primary screen, cell-based, fluorescence, single concentration | Neuropeptides B/W receptor type 1 (Homo sapiens), P48145 | hit rate 1.1% among 290,000 | AID 1861, 2009 | inhibition, % at 4.4 µM | GPR7-expressing cells, fluorescence antagonist assay; in the data active means inhibition above about 16%, passing the limit was not always enough;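 further: cells stimulated with the agonist NPW; 0% = agonist with vehicle and 100% = vehicle without agonist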
Target sequence (P48145 whole entry, looked up): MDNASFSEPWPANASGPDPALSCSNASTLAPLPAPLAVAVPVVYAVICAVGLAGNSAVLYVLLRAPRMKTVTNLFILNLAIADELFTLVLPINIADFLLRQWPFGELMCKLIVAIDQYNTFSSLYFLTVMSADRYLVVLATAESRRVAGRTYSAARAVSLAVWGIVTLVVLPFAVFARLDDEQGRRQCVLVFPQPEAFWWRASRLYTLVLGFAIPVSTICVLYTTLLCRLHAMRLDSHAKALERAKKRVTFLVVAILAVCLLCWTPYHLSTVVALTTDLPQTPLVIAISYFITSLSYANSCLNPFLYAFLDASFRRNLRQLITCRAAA
PHOSPHO1 inh = PubChem AID 1565 | recombinant PHOSPHO1, absorbance phosphatase assay | hit rate 1.1% among 290,000 | Phosphoethanolamine/phosphocholine phosphatase (Homo sapiens), Q8TCT1 | inhibition, % at 13.3 µM; in the data active means inhibition above about 60%
Target sequence (Q8TCT1 whole entry, looked up): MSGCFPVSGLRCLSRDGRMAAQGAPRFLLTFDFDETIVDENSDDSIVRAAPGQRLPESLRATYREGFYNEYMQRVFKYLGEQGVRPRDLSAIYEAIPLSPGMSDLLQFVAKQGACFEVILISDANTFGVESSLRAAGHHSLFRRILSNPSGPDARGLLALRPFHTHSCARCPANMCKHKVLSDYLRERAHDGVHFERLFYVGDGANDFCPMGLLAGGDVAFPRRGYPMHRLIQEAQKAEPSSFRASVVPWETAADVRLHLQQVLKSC
MEKK2mut PB1 HTS = MEK5 binding signal on mutant MEKK2 PB1, primary screen, biochemical, multiplex bead flow cytometry, Alexa488-MEK5; Alexa488-MEK5 binding to MEKK2 mutant; percent response, % at 10 µM; hit rate 0.35% among 290,000; AID 1530, 2009; in the data active means percent response above about 24%, passing the limit was not always enough; further: inactives centre near 1; some results filed as inactive read as strong as hits; reference of the scale not given here
PfM18AAP inh = PfM18AAP inhibitors, malaria aminopeptidase, primary screen, biochemical, QFRET, recombinant enzyme; M18 aspartyl aminopeptidase (Plasmodium falciparum 3D7); H-Glu-NHMec fluorogenic cleavage; inhibition, % at 7.35 µM; hit rate 1.2% among 290,000; AID 1822, 2009;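 active means inhibition above the campaign mean inhibition over all tested compounds plus 3 SD, cut at about 28% in these data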;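 further: 0% = plate median of test compound wells and 100% = 2 mM ZnCl2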
NALP1 yeast inh = NALP1 inflammasome inhibitors in reconstituted yeast, colorimetric, S. cerevisiae, triplicate retest. S. cerevisiae NALP1/ASC/caspase-1 growth, X-gal OD620, 72 h. inhibition, % at 10 µM. hit rate 0.61% among 280,000; in the data active means inhibition mostly above about 24%, no sharp cut-off; inactive means mostly below about 32%; further: some compounds called inactive have numbers as strong as hits
Starred values were filed as active, the others as inactive; · = no result given; [ ] = another dose, or the depositor's remark.

SMILES	MEKK3 PB1 HTS	MEKK2 WT-MEK5	OXTR ag	DNA FID counter	GPR7 antagonist	PHOSPHO1 inh	MEKK2mut PB1 HTS	PfM18AAP inh	NALP1 yeast inh
C[C@@H]1CC=C[C@H]2[C@H]1C(=O)N(Cc1ccccc1)[C@H]2c1ccc(-c2ccoc2)cc1F	94	91	-1.1	·	·	40	1	·	-6
O=C(CCCc1ccccc1)NCCc1ccccc1	102	107	-2.0	-7	-17	·	2	0	·
O=C(CSc1ccc(-c2cccnc2)nn1)Nc1ccc(F)cc1	104	105	-0.5	-5	1	38	7	1	15
Cc1[nH]c2ccccc2c1C(=O)CSc1nc2cc(S(=O)(=O)N3CCCCC3)ccc2o1	96	91	-0.3	-6	4	31	-4	-5	2
COc1ccccc1CNC(=O)C1CCCC1	102	102	0.3	3	-10	-25	-1	-1	15
Cc1oc(-c2ccccc2F)nc1CS(=O)(=O)CC(=O)NCCCN1CC(C)CC(C)C1 (configuration not stated)	107	105	-1.3	12	-7	7	5	2	14
Cn1c(=O)c2c(ncn2CC(=O)OCC(=O)c2ccc(F)c(F)c2)n(C)c1=O	98	101	-0.2	-4	-4	19	4	-2	19
O=C(Nc1oc2ccccc2c(=O)c1-c1ccc(Cl)cc1)c1ccco1	92	88	-1.2	-18	8	8	-16	3	31
O=C1c2cccc(OCC(=O)N3CCCc4ccccc43)c2CCN1Cc1ccccc1	104	104	2.3	-34	22*	-36	16	0	18
CCOc1ccc(-c2nc[nH]c2[N+](=O)[O-])cc1	100	96	-0.9	1	-15	10	-3	0	8
O=C(OCCCOC(=O)c1ccc(O)cc1)c1ccc(O)cc1	105	106	·	-7	-2	8	2	1	5
Cc1oc(-c2ccccc2Cl)nc1CS(=O)(=O)CC(=O)NCCN1CCOCC1	101	105	0.0	-10	-9	12	0	-3	3
C/C(=N/NC(=O)CNC(=O)COc1cccc(C)c1)c1ccco1	97	96	0.4	-14	-5	16	-9	-5	-4
NS(=O)(=O)c1ccc(CCNC(=O)COC(=O)C2CCCN2C(=O)c2cccs2)cc1 (configuration not stated)	96	97	-1.2	-9	22	13	-6	-9	14
COCCNC(=O)C1CC(c2cccc(F)c2)=NO1 (configuration not stated)	94	98	0.6	·	·	0	3	·	5
COc1ccc(C2CC(c3ccccc3)=NN2C(=O)c2ccc(Cl)c([N+](=O)[O-])c2)cc1 (configuration not stated)	107	104	-0.3	0	-6	-8	3	-7	27
CCC(=O)Nc1ccc(C(=O)n2ccc(C)n2)cc1	·	·	1.1	-1	-12	3	·	1	3
CN(Cc1nc2ccccc2n1C)S(=O)(=O)c1ccc(F)cc1	107	106	-2.0	-6	3	-2	9	-8	24
COc1cccc(/C=N\NC(=O)c2ccc(Cn3cc(Br)c([N+](=O)[O-])n3)o2)c1O	109	103	-1.4	-4	6	53	-8	10	14
Cc1cc(C)n(-c2ccc(C(=O)Nc3nnc(C)s3)cc2)n1	104	106	1.2	-19	6	2	9	-2	8
CCCOc1ccc(-c2cc(C(=O)NCC3CCCO3)c3ccccc3n2)cc1 (configuration not stated)	85	91	-1.2	-23	-7	47	-11	-2	14
COc1ccc(C(=O)C2CCCN(C(=O)c3ccc(F)cc3)C2)cc1OC (configuration not stated)	100	101	0.5	-30	-9	18	2	-2	-7
Cc1cc(C)c(C(=O)N2CCCC(Nc3ccc(C)c(C)c3)C2)o1 (configuration not stated)	104	100	-2.3	-25	-17	53	2	21	-1
Cc1cc(C)c(NC(=O)CN2CCC(NC(=O)NC3CCCCC3)CC2)c(C)c1	100	92	0.3	2	1	6	-4	1	-8
CCOc1ccc(NC(=O)C2CCCN2S(=O)(=O)c2ccc(OCC)cc2)cc1 (configuration not stated)	99	103	1.1	-37	-22	31	2	-7	11
Carrying on.
SMILES	MEKK3 PB1 HTS	MEKK2 WT-MEK5	OXTR ag	DNA FID counter	GPR7 antagonist	PHOSPHO1 inh	MEKK2mut PB1 HTS	PfM18AAP inh	NALP1 yeast inh
CC(=O)c1ccc(OC(=O)COc2ccccc2Cl)cc1	110	115	-0.2	-4	10	-14	4	3	-7
COc1ccc(C(=O)NC(=S)Nc2ccc(CN3CCCCC3)cc2)cc1Cl	109	119	1.8	9	8	47	5	-4	11
CCOCCCNCC(=O)Nc1ccc(OC(F)(F)F)cc1	108	96	3.0	3	0	2	5	-3	2
CCCCNC(=O)N1c2ccccc2CC1C (configuration not stated)	104	106	-1.0	-2	-20	4	4	0	5
Cc1ccc(C(=O)NC2=NCCS2)cc1	97	107	-0.6	-15	-10	20	-5	3	·
O=C(Cn1c(NCCCO)nc2ccccc21)c1ccc([N+](=O)[O-])cc1	102	101	0.5	16	-7	23	5	8	-4
C=CCc1c(C)[nH]c2c(OC)cccc2c1=S	98	94	-1.2	-12	-16	-123	-4	39*	-18
CCOC(=O)C1(Cc2cccc(OC)c2)CCCN(C(=O)c2cc(C)oc2C)C1 (configuration not stated)	105	105	5.3	-52	3	58	2	4	26
Cc1ccc(C(=O)Nc2ccc([N+](=O)[O-])cn2)o1	110	100	0.3	-3	-9	0	-1	-11	22
Cc1ccc(CNC(=O)CC(C)S(=O)(=O)c2ccc3c(c2)NC(=O)CO3)cc1 (configuration not stated)	103	105	2.0	-22	-14	26	5	-4	11
O=C(NC(=S)Nc1nc2ccccc2s1)c1cccs1	98	100	6.0	-7	6	-7	-2	15	39
COCCN1C(=O)N[C@@H](CCc2ccccc2)[C@@H](C(=O)OC)[C@H]1C	107	104	0.4	·	·	·	3	·	·
CCc1nc(SCC(=O)NNC(=O)C(C)C)c2ccccc2n1	106	107	-0.3	-11	3	-30	2	6	23
O=C(NC1CCCCC1)C(c1cccs1)N(C(=O)c1ccccn1)c1ccccc1 (configuration not stated)	107	111	-1.4	-19	-12	-19	5	6	11
COc1cccc(N2CCN(S(=O)(=O)c3c(C)[nH]c(C)c3C(=O)N3CCCCC3)CC2)c1	98	99	0.7	-27	13	22	-4	-1	34
COc1cc(C2Nc3c(F)cccc3C3C=CCC32)cc(Br)c1OC (configuration not stated)	103	99	-1.1	-2	-5	-164	-6	8	25
CN(Cc1cccc(Cl)c1Cl)C(=O)c1cccc(S(=O)(=O)N2CCN(Cc3ccccc3)CC2)c1	110	114	5.5	-28	1	·	11	0	7
Cc1cccc2sc(N(CCCN(C)C)C(=O)CN3C(=O)c4ccccc4C3=O)nc12	103	129	12	19	-2	-5	16	-1	0
Cc1cc(C)cc(NC(=O)c2cccc(NC3=NC4CS(=O)(=O)CC4S3)c2)c1 (configuration not stated)	100	94	-0.1	-21	-2	23	-7	4	6
CCn1cc(C(=O)N[C@@H](CCSC)C(=O)NCCCO)c(=O)c2cc3c(cc21)OCO3	103	102	0.5	-19	-14	25	3	-4	-33
COC(=O)c1ccc(N2CCN(C)CC2)c(NC(=O)COc2ccccc2)c1	98	96	1.7	13	6	36	-4	-14	14
O=C(Nc1ccccc1)OCc1ccccn1	95	95	-0.2	-2	5	13	-18	9	28
Oc1ccc(CN2CCc3ccccc3C2)c2cccnc12	90	95	-0.6	-8	-1	-23	-10	11	·
Cc1csc(SCc2nnc(-c3ccccc3Br)o2)n1	100	101	-0.9	-18	-11	30	2	4	-19
Cc1ccsc1C(=O)NCCc1c[nH]c2ccccc12	99	101	0.4	-11	5	38	2	2	-6

Marked active in GPR7 antagonist (from the list above):
SMILES,MEKK3 PB1 HTS,MEKK2 WT-MEK5,GPR7 antagonist,PHOSPHO1 inh,MEKK2mut PB1 HTS,PfM18AAP inh,NALP1 yeast inh
O=C1c2cccc(OCC(=O)N3CCCc4ccccc43)c2CCN1Cc1ccccc1,104,104,22*,-36,16,0,18

The listing picks up, starting 3 compounds before the break.
SMILES	MEKK3 PB1 HTS	MEKK2 WT-MEK5	OXTR ag	DNA FID counter	GPR7 antagonist	PHOSPHO1 inh	MEKK2mut PB1 HTS	PfM18AAP inh	NALP1 yeast inh
Oc1ccc(CN2CCc3ccccc3C2)c2cccnc12	90	95	-0.6	-8	-1	-23	-10	11	·
Cc1csc(SCc2nnc(-c3ccccc3Br)o2)n1	100	101	-0.9	-18	-11	30	2	4	-19
Cc1ccsc1C(=O)NCCc1c[nH]c2ccccc12	99	101	0.4	-11	5	38	2	2	-6
COc1ccc(-c2cc3ccccc3n2CC(O)CNC(CO)(CO)CO)cc1 (configuration not stated)	102	108	2.3	11	15*	25	4	-2	-2
O=C(CCCCCn1nnc2ccccc2c1=O)Nc1ccccc1Cl	101	101	2.0	-18	-3	24	-1	7	15
Cc1ccccc1C(=O)Nc1cccc(NC(=O)Cn2cnc3c(=O)n(C)c(=O)n(C)c32)c1	100	100	-0.7	-2	-16	28	4	-4	-8
COc1ccc(OCC(=O)N/N=C2/C=C(C)CC2)cc1	107	106	-1.5	-8	-13	1	6	3	4
CCCCCC(=O)NNC1=NCC(Cc2cccc(Cl)c2)S1 (configuration not stated)	79	79	-0.1	-18	-1	26	-18	5	-18
CCCC1(C(=O)OCC)NC(c2ccc(O)cc2)C2C(=O)N(c3cccc(C(C)=O)c3)C(=O)C21 (configuration not stated)	107	104	2.4	-19	-6	19	4	4	11
Cc1cc(C)n2cc(CSc3nnc(N)s3)nc2n1	99	96	0.2	1	-10	71*	2	5	-8
CCC(=O)NC(=S)Nc1cccc(C(C)=O)c1	102	103	-1.1	0	-1	6	11	2	3
CC(C)(C)c1ccc(Cc2n[nH]c(=S)[nH]c2=O)cc1	102	102	2.3	-17	6	-1	1	13	3
COc1cc(/C=C2\S/C(=N/S(=O)(=O)Cc3ccccc3)NC2=O)c([N+](=O)[O-])cc1OC	97	98	1.6	-6	-6	2	-1	22	12
O=C(O)CNC(=O)c1ccc(NC(=O)/C(=C/c2ccccc2)NC(=O)c2ccccc2)cc1	104	105	-0.5	-17	-6	29	2	-2	21
O=C(O)CCc1ccc(-c2cccs2)n1CC(=O)Nc1ccccc1C(F)(F)F	102	102	-0.2	-36	6	-5	2	7	-1
CSc1ncccc1C(=O)Nc1ccncc1	107	104	-0.5	-2	-4	42	10	4	6
COc1ccc(-c2ccc(NCCN3CCOCC3)nn2)cc1OC	99	108	0.0	-1	-12	19	2	0	7
Cc1ccc(-n2c(SCC(=O)N/N=C/c3ccccc3C(=O)O)nnc2-c2ccc(Cl)cc2)cc1	88	92	-1.7	-38	-4	25	-7	-1	·
COc1ccccc1N(CC(=O)NC1CCCC1)C(=O)CCC(=O)Nc1ccccn1	101	99	0.2	-32	0	24	-1	1	6
CCOC(=O)CCCCNCc1ccccc1	103	104	0.1	2	-6	-23	5	2	0
CNC(=O)C1=C(C)n2c(nc3ccccc32)NC1c1ccc(OC)cc1 (configuration not stated)	101	100	0.6	-6	-15	-13	1	1	39
Cc1ccc(C(=O)N/C(=C\c2ccc(-c3ccc(Cl)cc3)o2)C(=O)NCCCN(C)C)cc1	43*[inhibitor]	130	-1.6	53*	27*	52	1	-5	-9
C/C(=N\NC(=O)C1CCCN(S(=O)(=O)c2ccccc2)C1)c1cccnc1 (configuration not stated)	105	99	0.1	-3	-1	-6	5	0	40
O=C(CN1CCN(c2ccc([N+](=O)[O-])cc2Cl)CC1)N1CCOCC1	95	92	1.6	-5	3	12	-5	4	7
